procasp7 counter = counter-screen: procaspase-7 (human) activation; 330,000 compounds, 0.093% hits; recombinant procaspase-7, Ac-DEVD-pNA absorbance 405 nm; D23A/D198A/D206A triple mutant, cannot self-cleave; scale: DMSO 0, 5 µM enzyme 100; P55210; activation, % at 8.5 µM;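 active = percent activation above the screen-wide mean plus 3 SD, cut at about 25% in these data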
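Material: Procaspase-7 triple mutant (PC-7 D3A) | Quantity: 2 µM procaspase-7 mutant as dispensed | Reagent: DEVD-pNA substrate | Times: 1 h preincubation, 2 h reaction | Technique: 405 nm absorbance of p-nitroaniline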
CTSL1 counter = counter-screen for PFM18AAP inhibitors: inhibitors of F. hepatica cathepsin L1. 300,000 compounds, 0.49% hits. inhibition, % at 5.96 µM. recombinant F. hepatica cathepsin L1, Z-Leu-Arg-MCA fluorescence;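 active = inhibition above the mean of all tested compounds plus 3 SD, set per screening campaign, cut at about 17% in these data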;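 also: 0% = plate median of test compound wells and 100% = 1 µM Z-Phe-Ala-diazomethylketone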
PP5 inh = inhibitors of human protein phosphatase 5 (PP5) | P53041 | purified PP5c, OMFP substrate fluorescence | inhibition, % at 6.7 µM | 320,000 compounds, 0.18% hits | AID 1987;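 active = inhibition above the campaign's mean inhibition across all tested compounds plus 3 SD, cut at about 9.5% in these data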;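 also: 0% = DMSO only and 100% = 100 µM cantharidin control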
Target sequence (P53041 whole entry, looked up): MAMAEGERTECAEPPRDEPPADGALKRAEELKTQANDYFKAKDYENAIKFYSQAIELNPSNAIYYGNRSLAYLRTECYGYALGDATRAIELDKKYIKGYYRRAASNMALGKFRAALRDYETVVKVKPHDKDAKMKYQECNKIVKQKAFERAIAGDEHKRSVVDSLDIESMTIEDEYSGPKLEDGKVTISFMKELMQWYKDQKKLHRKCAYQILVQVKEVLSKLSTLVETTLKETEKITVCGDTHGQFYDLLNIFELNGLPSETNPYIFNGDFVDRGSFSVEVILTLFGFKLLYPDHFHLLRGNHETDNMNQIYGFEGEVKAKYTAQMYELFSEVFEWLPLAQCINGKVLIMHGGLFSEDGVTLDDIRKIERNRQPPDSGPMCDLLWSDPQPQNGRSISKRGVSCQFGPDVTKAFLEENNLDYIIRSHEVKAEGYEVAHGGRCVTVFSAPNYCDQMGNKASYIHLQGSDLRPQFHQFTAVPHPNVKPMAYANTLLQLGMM
HCV core dimer = HCV core protein dimerization inhibition; AID 1899; 300,000 compounds, 0.33% hits; inhibition, % at 5 µM; TR-FRET GST/Flag-core106 dimerization, 1536-well;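 active = inhibition above the mean of all tested compounds plus 3 SD, set per screening campaign, cut at about 45% in these data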
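test system = GST/Flag-tagged HCV core106 proteins | probe or stimulus = Eu donor and XL665 acceptor anti-tag antibodies | times = compound-protein-antibody incubation 4 h at 22.5 °C | signal = TR-FRET, excitation 340 nm, emission 617 and 671 nm | measure = percent inhibition of core106 dimerization signal | controls = wells lacking GST-core106 and wells with excess unlabelled core106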
PP1 inh = counter-screen for PP5 inhibitors: inhibitors of human PP1-alpha | inhibition, % at 6.7 µM | purified PP1alpha, OMFP fluorescence | AID 2235 | 320,000 compounds, 0.9% hits | P62136;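 active = inhibition above the mean inhibition of all tested compounds plus 3 SD, computed separately for each screening campaign, cut at about 15% in these data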
Target sequence (P62136 whole entry, looked up): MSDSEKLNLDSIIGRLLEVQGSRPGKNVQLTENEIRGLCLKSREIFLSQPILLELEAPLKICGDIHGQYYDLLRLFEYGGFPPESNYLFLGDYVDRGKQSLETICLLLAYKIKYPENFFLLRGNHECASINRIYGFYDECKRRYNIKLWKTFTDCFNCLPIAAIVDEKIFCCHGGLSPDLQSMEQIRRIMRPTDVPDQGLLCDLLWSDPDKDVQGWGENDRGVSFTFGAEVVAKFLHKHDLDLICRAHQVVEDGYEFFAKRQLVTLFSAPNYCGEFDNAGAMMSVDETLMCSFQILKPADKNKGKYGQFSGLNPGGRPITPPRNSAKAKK
PAFAH2 FP inh = PAFAH2 (human) inhibition. recombinant PAFAH2, FP-rhodamine activity probe, fluorescence polarization. inhibition, % at 3.39 µM. Q99487. 340,000 compounds, 0.99% hits;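 active = inhibition above the mean over all tested compounds plus 3 SD, cut at about 30% in these data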;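 also: inhibitors block probe labeling of enzyme so polarization drops; 0% = enzyme with DMSO and 100% = wells lacking PAFAH2 protein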
AHR act = activates the human aryl hydrocarbon receptor | activation, % at 5 µM | 320,000 compounds, 2.5% hits | P35869 | AHR-responsive luciferase reporter cells, luminescence | AID 2796; in the data active = activation above about 47%;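 also: 0% = vehicle wells and 100% = reference agonist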
TPT1 inh = C. albicans TPT1 enzyme inhibition | recombinant caTPT1, FP RNA substrate dephosphorylation | inhibition, % at 5 µM | 300,000 compounds, 0.81% hits | AID 1962;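 active = inhibition above the mean of all tested compounds plus 3 SD, set per screening campaign, cut at about 24% in these data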;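 also: plate controls were DMSO alone for no effect and ferristatin control at 100 nM for full effect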
procasp3 activ = activates human procaspase-3 | activation, % at 8.5 µM | recombinant procaspase-3 D3A, Ac-DEVD-pNA absorbance 405 nm | P42574 | AID 463141 | 330,000 compounds, 0.11% hits;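 active = activation above the mean of all tested compounds plus 3 SD, cut at about 21% in these data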;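 also: 0% = DMSO alone and 100% = DMSO wells spiked with extra 5 µM PC-3 D3A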
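Assay system: Autoprocessing-dead procaspase-3 D3A mutant enzyme; also added: Ac-DEVD-pNA; doses: one concentration, 8.5 µM nominal, 0.8% DMSO; times: 1 h compound preincubation, 2 h substrate hydrolysis at 25 °C; technique: 405 nm absorbance of p-nitroaniline, reads at 0 and 120 min; measure: % activation between DMSO and enzyme-spiked controls; repeats: single replicate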
Numbers without * were called inactive; . = not tested or not shown.

SMILES	procasp7 counter	CTSL1 counter	PP5 inh	HCV core dimer	PP1 inh	PAFAH2 FP inh	AHR act	TPT1 inh	procasp3 activ
O=C(COC(=O)CNC(=O)c1cccc(Br)c1)Nc1nnc(-c2ccccc2)o1	4	.	-0.6	.	7	7	-2	.	1
COc1cccc(C(=O)Nc2nnc(C(C)C)s2)c1	5	1	-2.5	-8	-2	8	133*	1	1
O=C(CSc1nnc(-c2ccncc2)n1-c1ccc(Cl)cc1)Nc1ccc(C(=O)O)cc1	0	2	0.8	-1	-3	-12	2	2	-4
Cc1ccc(NC(=O)C2CCCN(S(=O)(=O)c3ccc(-n4cnnn4)cc3)C2)cc1 (stereo not given)	4	-4	0.3	-7	1	0	3	3	-5
O=C1CC(c2cccc([N+](=O)[O-])c2)c2c(ccc3ccccc23)N1 (stereo not given)	5	-1	-0.2	9	0	-14	2	-2	1
COc1ccc(CC(=O)NCCc2cnc[nH]2)cc1	-3	-5	1.2	-7	-1	-9	1	-1	8
O=C(O)c1ccc(/C=N\Nc2ccccn2)cc1	4	-1	-0.4	-8	-3	8	5	-4	-6
O=C(O)COc1ccccc1/C=C1\SC(=S)N(c2cccnc2)C1=O	-15	2	-1.8	6	6	.	6	0	-13
CCc1nn(C(C)C(=O)N2CCc3ccccc3C2)c(=O)c2cc3occc3n12 (stereo not given)	-1	-2	0.7	11	-2	-9	-2	0	5
O=S(=O)(Cc1ccccc1)N1CCN(Cc2ccc(F)cc2Cl)CC1	-1	0	0.2	0	2	6	-1	-1	0
O=C(/C=C/c1ccc(F)cc1)N1CC[C@@]2(O)CCCC[C@H]2C1	6	-3	0.0	-8	-1	-2	-3	-1	0
Cc1ccc(S(=O)(=O)N2CCN(C(=O)CSc3ncn[nH]3)CC2)cc1	6	.	-0.6	.	0	4	1	.	-2
COc1ccc(C2c3ccc4ccccc4c3Oc3ncn(CCCN(C)C)c(=N)c32)cc1 (stereo not given)	-7	-7	2.5	-12	1	1	2	0	8
CCOC(=O)c1ccccc1NC(=O)CN(c1cccc(OC)c1)S(C)(=O)=O	2	-1	2.6	2	2	2	5	0	3
O=C(O)Cn1nnnc1SCC(=O)Nc1ccc(OC(F)(F)F)cc1	1	2	-0.9	-6	-1	6	0	-3	-9
COc1cc(OC)c(OC)cc1CCC(C)NC(=O)Cc1ccccc1 (stereo not given)	-5	2	2.8	-17	2	-1	3	-4	-8
Cc1nc(-c2ccccc2)nc2[nH]c(=O)n(-c3ccccc3)c(=O)c12	0	2	-0.2	1	-3	4	-7	4	12
Cc1nc(C(=O)N2CCC(n3nccc3NC(=O)Nc3ccccc3Cl)CC2)cs1	-2	-2	1.8	-14	-8	-8	8	2	11
COC(=O)c1c(NC(NC(C)=O)C(Cl)(Cl)Cl)sc2c1CCCC2 (stereo not given)	-16	1	1.8	-4	2	2	1	6	-3
Cn1c(C(=O)NN)cc2cc(Oc3ccccc3)ccc21	1	-4	2.8	-9	3	-3	3	0	-6

Eleven structures out of the list, arranged by length of the SMILES, highest first.
SMILES	procasp7 counter	CTSL1 counter	PP5 inh	HCV core dimer	PP1 inh	PAFAH2 FP inh	AHR act	TPT1 inh	procasp3 activ
O=C(CSc1nnc(-c2ccncc2)n1-c1ccc(Cl)cc1)Nc1ccc(C(=O)O)cc1	0	2	0.8	-1	-3	-12	2	2	-4
COc1ccc(C2c3ccc4ccccc4c3Oc3ncn(CCCN(C)C)c(=N)c32)cc1 (stereo not given)	-7	-7	2.5	-12	1	1	2	0	8
O=C(COC(=O)CNC(=O)c1cccc(Br)c1)Nc1nnc(-c2ccccc2)o1	4	.	-0.6	.	7	7	-2	.	1
Cc1nc(C(=O)N2CCC(n3nccc3NC(=O)Nc3ccccc3Cl)CC2)cs1	-2	-2	1.8	-14	-8	-8	8	2	11
O=C1CC(c2cccc([N+](=O)[O-])c2)c2c(ccc3ccccc23)N1 (stereo not given)	5	-1	-0.2	9	0	-14	2	-2	1
Cc1ccc(S(=O)(=O)N2CCN(C(=O)CSc3ncn[nH]3)CC2)cc1	6	.	-0.6	.	0	4	1	.	-2
O=S(=O)(Cc1ccccc1)N1CCN(Cc2ccc(F)cc2Cl)CC1	-1	0	0.2	0	2	6	-1	-1	0
O=C(O)Cn1nnnc1SCC(=O)Nc1ccc(OC(F)(F)F)cc1	1	2	-0.9	-6	-1	6	0	-3	-9
COc1cc(OC)c(OC)cc1CCC(C)NC(=O)Cc1ccccc1 (stereo not given)	-5	2	2.8	-17	2	-1	3	-4	-8
COc1cccc(C(=O)Nc2nnc(C(C)C)s2)c1	5	1	-2.5	-8	-2	8	133*	1	1
O=C(O)c1ccc(/C=N\Nc2ccccn2)cc1	4	-1	-0.4	-8	-3	8	5	-4	-6

New compounds follow:
SMILES	procasp7 counter	CTSL1 counter	PP5 inh	HCV core dimer	PP1 inh	PAFAH2 FP inh	AHR act	TPT1 inh	procasp3 activ
COc1ccccc1NC(=O)N1CCCC1C(=O)Nc1ccc2c(c1)OCO2 (stereo not given)	-1	0	3.0	1	0	-4	1	1	3
Cc1ccc(CCNC(=O)C2CCN(S(=O)(=O)N3CCC4(CC3)OCCO4)CC2)cc1	7	-1	0.5	5	-6	-2	-1	1	-1
O=C(CNC(=O)c1ccccc1Cl)NC1CCN(Cc2ccccc2)CC1	11	0	0.4	2	0	2	-5	0	-2
Cc1cc(NC(=O)CCC(=O)N(CC(=O)NCC2CCCO2)Cc2ccc(F)cc2)no1 (stereo not given)	-2	-2	1.2	-3	0	-6	0	-3	2
COCCN1CCN(C(=O)C2CCC(=O)N(Cc3ccc(Cl)cc3)C2)CC1 (stereo not given)	-6	3	-5.6	-3	-4	-2	1	3	1
CC1(C2CC2)NC(=O)N(CC(=O)NCC(=O)Nc2ccc(F)c(F)c2F)C1=O (stereo not given)	10	.	.	.	.	2	1	.	7
COc1cccc(C2=NN(C(=O)c3ccco3)C(O)(C(F)(F)F)C2)c1 (stereo not given)	-5	0	0.6	3	-3	-3	12	-3	-7
O=C(Nc1ccc2cn[nH]c2c1)c1c(Cl)cccc1Cl	-5	-3	3.1	2	1	-6	21	0	3
CCN(CC(=O)Nc1ccc(OC)cc1)C(=O)c1ccc2ccccc2c1	-6	.	.	.	.	-8	8	.	-6
Cc1cc(C)c2c(N)c(C(=O)N/N=C/c3cccs3)sc2n1	1	0	0.7	-3	-2	.	28	12	6
COc1ccc(NS(=O)(=O)c2cccc(C(=O)OCC(=O)N3CCN(c4ccc(OC)cc4)CC3)c2)cc1	6	0	1.4	6	0	0	0	2	-8
Cn1cnc([N+](=O)[O-])c1Oc1ccccc1	-10	-1	-1.7	-8	-7	-4	5	3	-8
Cc1cc(Br)ccc1NC(=O)CN(C)C(=O)C1CCN(C(=O)c2ccc(F)cc2)CC1	9	-1	-1.9	2	2	4	8	1	7
CCc1ccc(NC(=O)CSCCN2C(=O)c3ccccc3C2=O)cc1	10	-1	-0.3	3	-5	-9	30	2	6
COCCNC(=O)C(c1ccc(O)cc1)N(Cc1ccco1)C(=O)CCC(=O)Nc1ccccn1 (stereo not given)	7	1	1.5	-19	2	-5	-1	-2	8
COc1ccccc1NS(=O)(=O)c1cccc(C(=O)N/N=C2\CC(=O)CC(C)(C)C2)c1	-3	-2	1.1	-5	0	14	1	6	3
Cn1cccc1Cc1nnc(SCC(=O)Nc2ccc3c(c2)OCCO3)n1CCc1ccccc1	3	-3	2.3	-3	0	2	2	-1	4
C[C@H](CO)N1C[C@H](C)[C@@H](CN(C)S(=O)(=O)c2cn(C)cn2)Oc2ccc(NC(=O)C3CC3)cc2C1=O	-5	.	.	.	.	-2	-1	.	-3
C=CCNC(=O)c1cc(-c2ccccc2O)on1	4	-1	-0.3	-1	-1	-4	-3	-4	8
COc1cccc(/C=C/C(=O)OCC(=O)c2ccc3c(c2)NC(=O)CO3)c1OC	9	-16	1.5	8	-4	0	-2	-1	5
CCNc1nc(NCC)n2c(SCC(=O)Nc3cccc(Cl)c3)nnc2n1	-5	2	-1.1	6	-2	-3	4	1	3
Cn1c(=O)c2cc(S(=O)(=O)NC(Cc3ccccc3)C(=O)NCc3ccco3)ccc2n(C)c1=O (stereo not given)	-4	31*	-0.8	0	-5	-8	0	-2	-6
O=C(NC(Cc1ccccc1)c1ccc2c(c1)OCCCO2)c1ccccc1F (stereo not given)	-2	-4	0.4	1	2	-5	0	-3	0
O=C(Nc1cscc1S(=O)(=O)c1ccc(Cl)cc1)c1ccccc1Cl	-7	0	0.4	1	-4	.	3	1	3
CN(CCNC(=O)CCNC(=O)Cn1ccc2ccccc2c1=O)Cc1ccccc1	-2	-1	-0.1	-5	0	2	-3	-5	1
CCCCOc1ccccc1P(=O)(O)CP(=O)(c1ccccc1)c1ccccc1	3	-4	2.4	-10	0	-1	0	-4	-1
O=C(OCCOCCN=C1NS(=O)(=O)c2ccccc21)C1CC(=O)N(c2ccccc2)C1 (stereo not given)	1	-5	2.6	8	-3	-1	-1	2	2
CCC1Oc2ccccc2N(CC(=O)NCCc2ccc(OC)c(OC)c2)C1=O (stereo not given)	8	-1	1.3	-10	-1	-10	2	-2	-5
Cc1nc2ccccc2c(=O)n1NC(=O)/C=C/c1ccc(Br)cc1	5	-7	1.4	2	-1	1	-4	-1	-8
CCOc1ccc(NC(=S)N2CCC(NC(=O)c3ccccc3C)CC2)cc1	-14	-2	0.5	3	0	6	0	1	-3
CCCOc1ccc(N/C=C/C(=O)c2cc(OC)c(OC)c(OC)c2)cc1	-7	-4	0.6	-6	0	8	1	-2	1
O=C1c2nc3cc(-c4ccccc4)[nH]n3c(=O)c2CN1Cc1ccccc1	4	-1	1.2	3	-6	.	1	-1	-2
Nc1nnc(SCC(=O)Nc2cccc(S(=O)(=O)N3CCOCC3)c2)s1	5	-1	0.0	-1	-4	8	-1	-1	-7
Cc1ccc(CNC(=O)CCS(=O)(=O)c2ccc3c(c2)CC(C)N3C(=O)C2CC2)cc1 (stereo not given)	3	-2	0.8	0	-2	-1	-1	-1	4
COc1ccc(Cn2c(-c3ccccc3)nc3c(c(=O)c4ccccc4n3C)c2=O)cc1	-2	-5	0.8	22	4	2	5	2	7
C=CCn1c(Oc2cc(C)ccc2C)nc2c1c(=O)n(C)c(=O)n2C	7	-1	1.5	2	3	5	4	-1	5
